Arr AP2 block: inhibitors of beta-arrestin/AP2 binding, primary screen, biochemical, GPCR trafficking, flow cytometry; beta-arrestin 1 C-terminal peptide binding to AP2 beta2-adaptin appendage (human); 340,000 compounds, 0.31% hits; inhibition, % at 10 µM; FITC-arrestin peptide / GST-AP2 beads; AP2 beta2 appendage carries R879A mutation;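 active = inhibition above a set limit, near 3 SD of compounds lacking own fluorescence, cut at about 54% in these data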;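 note: plate controls were DMSO wells for no effect and 5 µM unlabelled arrestin peptide for full effect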
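System: GST-tagged AP2 beta2-adaptin appendage (R879A) on 4 µm glutathione beads / Reagent: FITC-arrestin peptide, 50 nM / Detection: HyperCyt-sampled flow cytometry, FL1 channel, ex 488/em 535 nm / Timing: 12 min plus 1 h, RT / Buffer or medium: PBS plus Tween 20 (0.05%) and BSA (0.1%)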
Cardiac RTF inh: cardiac RTF calcium sensitivity inhibitors, primary screen, biochemical, IANBD-TnC fluorescence, EC70 calcium | Troponin I, cardiac muscle (Homo sapiens) + Troponin T, cardiac muscle (Homo sapiens) + … | IANBD-labeled cardiac RTF, Ca2+ fluorescence | inhibition, % at 7.15 µM | 340,000 compounds, 0.12% hits | AID 493244, 2011;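 active = inhibition above the mean inhibition of all tested compounds plus 3 SD, cut at about 17% in these data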;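 note: assay run at fixed EC70 calcium of 1.6 mM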
SR-BI DiI inh: inhibitors of SR-BI mediated HDL lipid uptake, primary screen, ldlA[mSR-BI] cells, fluorescence, single point | ldlA[mSR-BI] CHO cells, DiI-HDL uptake fluorescence, 3 h | inhibition, % at 12.5 µM | 320,000 compounds, 0.96% hits | AID 488896, 2010;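 active = mean replicate inhibition of at least 70% and a set share of replicates each scoring 70 or more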;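 note: 0% = median of neutral control wells and 100% = median of positive control wells; values of inactives mirror those of a sister screen read the other way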
DAGLB inh: DAGLB lipase inhibitors, primary screen, biochemical, fluorescence, HTS; Diacylglycerol lipase-beta (Homo sapiens), Q8NCG7; HEK293T DAGLB membrane lysate, EnzChek fluorogenic substrate; inhibition, % at 5.17 µM; 340,000 compounds, 0.059% hits; AID 504411, 2011; in the data active = inhibition above about 34%;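 note: 0% = enzyme with vehicle and 100% = wells lacking enzyme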
PKA-R2B act: activators of PKA-R2B holoenzyme, primary screen, biochemical, fluorescence polarization, Cy5-IP20, human. cAMP-dependent protein kinase catalytic subunit beta (Homo sapiens) + cAMP-dependent …. AID 504700, 2011. activation, % at 11.4 µM. PKA-R2B holoenzyme dissociation; R2B truncated from residue 108, S112A mutant; 0% DMSO only, 100% 113 µM cGMP. 340,000 compounds, 0.079% hits;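 active = activation above a cutoff set at the mean over all compounds plus 3 SD, cut at about 18% in these data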;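 note: higher means more holoenzyme dissociation and a rise in polarization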
SR-BI uptake up: activators of SR-BI mediated DiI-HDL uptake, primary screen, ldlA[mSR-BI] CHO cells, DiI fluorescence; activation, % at 12.5 µM; 320,000 compounds, 0.096% hits; AID 504775, 2011; 3 h; 100 = double the neutral-control signal;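 active = mean replicate activation of at least 60% and every replicate at or above 60%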;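 note: 0% = median plate neutral-control signal and 100% = twice that signal; values of inactives mirror those of a sister screen read the other way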
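Assay system: CHO ldlA[mSR-BI] cells, LDL receptor-null, SR-BI overexpressing; medium: Ham's F12 with 0.5% BSA, HEPES 25 mM, pH 7.4; also added: DiI-HDL 10 µg/mL; timing: 3 h uptake period with compound, 37 °C; signal: DiI fluorescence, bottom read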
Keap1 Nrf2 FP: Keap1-Nrf2 protein-protein interaction inhibitors, primary screen, biochemical, fluorescence polarization, single point; Kelch-like ECH-associated protein 1 (Homo sapiens), Q14145; Keap1 Kelch-Nrf2 peptide fluorescence polarization, 1536-well; inhibition, % at 9.4 µM; 340,000 compounds, 0.15% hits; in the data active = inhibition above about 12%;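 note: human Keap1 Kelch domain with fluorescein labeled Nrf2 9mer peptide probe; 0% = neutral control wells and 100% = peptide positive control; higher means more block of Keap1 binding to Nrf2 peptide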
LANA DNA inh: inhibitors of KSHV C-LANA binding to DNA, primary screen, biochemical, fluorescence polarization, FAM-LBS DNA, MBP-C-LANA, single point; inhibition, % at 9 µM; Kaposi's sarcoma herpesvirus LANA C-terminal domain (residues 932-1162) DNA binding; 340,000 compounds, 0.078% hits; AID 504423, 2011;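 active = highest replicate inhibition at or above 60% at 9 µM, even if other replicates fall short; inactive = all replicates below 60% inhibition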;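 note: 0% = neutral control wells and 100% = 4 µM acridine orange control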
NSD2 inh: NSD2 histone methyltransferase inhibitors, primary screen, biochemical, AlphaScreen, single concentration, set 2; Histone-lysine N-methyltransferase NSD2 (Homo sapiens), O96028; NSD2 peptide methylation, 120 min; inhibition, % at 12.5 µM; 310,000 compounds, 0.54% hits; AID 743445, 2014; in the data active = inhibition above about 50%
Target sequence (O96028 whole entry, looked up): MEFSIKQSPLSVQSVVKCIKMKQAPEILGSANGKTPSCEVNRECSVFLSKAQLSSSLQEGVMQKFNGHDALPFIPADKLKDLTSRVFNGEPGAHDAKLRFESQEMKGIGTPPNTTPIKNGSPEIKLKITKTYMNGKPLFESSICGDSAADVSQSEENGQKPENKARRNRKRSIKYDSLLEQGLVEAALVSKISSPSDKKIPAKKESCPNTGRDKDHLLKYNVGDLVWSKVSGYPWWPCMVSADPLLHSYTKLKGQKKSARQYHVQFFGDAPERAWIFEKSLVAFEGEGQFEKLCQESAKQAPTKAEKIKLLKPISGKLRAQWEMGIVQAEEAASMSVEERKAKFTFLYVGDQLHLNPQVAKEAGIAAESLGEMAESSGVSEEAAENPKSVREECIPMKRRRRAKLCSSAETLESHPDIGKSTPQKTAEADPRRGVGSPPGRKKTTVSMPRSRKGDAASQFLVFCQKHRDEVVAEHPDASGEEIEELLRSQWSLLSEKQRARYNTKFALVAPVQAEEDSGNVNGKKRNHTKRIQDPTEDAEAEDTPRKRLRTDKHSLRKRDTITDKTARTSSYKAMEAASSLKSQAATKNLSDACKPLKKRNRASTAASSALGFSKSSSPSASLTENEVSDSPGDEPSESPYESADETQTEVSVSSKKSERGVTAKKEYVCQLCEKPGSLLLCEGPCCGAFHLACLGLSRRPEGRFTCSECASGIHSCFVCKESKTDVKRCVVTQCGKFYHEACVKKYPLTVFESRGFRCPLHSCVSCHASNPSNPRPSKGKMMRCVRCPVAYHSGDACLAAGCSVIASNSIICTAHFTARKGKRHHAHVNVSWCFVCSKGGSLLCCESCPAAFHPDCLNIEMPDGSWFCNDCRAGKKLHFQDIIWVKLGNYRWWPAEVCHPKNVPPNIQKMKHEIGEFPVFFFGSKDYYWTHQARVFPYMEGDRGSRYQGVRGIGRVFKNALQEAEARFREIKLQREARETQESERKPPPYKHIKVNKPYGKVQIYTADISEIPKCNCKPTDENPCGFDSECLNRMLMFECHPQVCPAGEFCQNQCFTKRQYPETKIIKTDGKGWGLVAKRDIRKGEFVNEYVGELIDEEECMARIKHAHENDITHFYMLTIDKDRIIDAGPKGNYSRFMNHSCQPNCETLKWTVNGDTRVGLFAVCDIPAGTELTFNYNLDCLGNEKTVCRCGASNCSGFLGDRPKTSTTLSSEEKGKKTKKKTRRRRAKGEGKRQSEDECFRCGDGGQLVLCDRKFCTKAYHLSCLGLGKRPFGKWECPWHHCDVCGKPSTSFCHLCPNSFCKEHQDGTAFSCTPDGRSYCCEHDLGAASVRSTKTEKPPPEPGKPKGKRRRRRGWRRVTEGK
PvdQ acylase: P. aeruginosa PvdQ acylase inhibitors, primary screen, biochemical, fluorescence, plate reader and imaging, single point; purified PvdQ acylase; inhibition, % at 10 µM; 340,000 compounds, 0.063% hits; PvdQ acylase [Pseudomonas aeruginosa LESB58]; in the data active = inhibition above about 30%, passing the limit was not always enough;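 note: 0% = vehicle neutral wells and 100% = reference inhibitor wells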
* marks the source's active call; other numbers are inactive results; . = not tested or not shown; & = joins results of further samples.

Arr AP2 block	Cardiac RTF inh	SR-BI DiI inh	DAGLB inh	PKA-R2B act	SR-BI uptake up	Keap1 Nrf2 FP	LANA DNA inh	NSD2 inh	PvdQ acylase	mol
4	-3	11&17	1	-7	-11&-17	-16	1.3	.	-12&-5	COc1ccc(C2NC(C(=O)O)Cc3c2[nH]c2ccccc32)cc1CN1CCN(c2ccc(F)cc2)CC1 (centres undefined)
14	-1	-12	-10	1	12	2	1.2	-2	-13	COC(=O)[C@]1(C)CCC[C@@]2(C)C3CC[C@@]4(C)C[C@]3(CC[C@H]12)C[C@H]4O (some centres undefined)
-2	1	.	1	-10	.	-3	0.4	0	-3	CC(C)C(=O)NN(C(=O)C(C)C)c1nc2ccccc2s1
-11	-5	.	2	-4	.	1	-0.5	0	-19	C[C@H](NC(=O)c1ccccc1)C(=O)N1CCN(c2ccccc2)CC1
5	-5	38	-3	1	-38	-2	0.3	-2	-13	COc1ccccc1C1(O)CCN(CC(=O)Nc2nc(-c3ccccc3)cs2)CC1
2	-3	21	2	6	-21	-3	4.4	.	-3	O=C(Cn1ccc(NC(=O)OCc2ccccc2)nc1=O)NCc1ccc2[nH]ccc2c1
-8	-6	17	2	3	-17	-3	-0.4	-1	-14	CC(=NNC(=O)c1cccc(S(=O)(=O)N2CCCC2)c1)c1ccccc1
23	7	43	2	-4	-43	-3	1.0	2	5	Nc1nc(CSC(=S)N2CCN(c3ccccc3)CC2)nc(Nc2ccccc2)n1
-3	-2	-9	-4	-9	9	-4	-0.2	-1	6	CCOC(=O)c1cnn2c1[nH]c(=O)c1ccccc12
-38	1	-27	-1	-3	27	0	-2.0	-2	-4	COc1ccc(OCC(=O)Nc2nccs2)cc1
1	-7	11	-1	8	-11	-1	0.3	-3	-8	O=C(Nc1ccc(F)cc1F)N1CCCCC1c1cccnc1 (centres undefined)
-8	1	10	-1	1	-10	-2	-3.6	-1	-3	CC(C)NC(=O)CN1CCN(Cc2nc(C(c3ccccc3)c3ccccc3)no2)CC1
-26	11	9	1	-5	-9	3	-1.9	0	5	COc1ccc(CN2CCN(C(=O)c3cccc(OC)c3OC)CC2)cc1OC
4	-6	-19	-4	-9	19	-2	0.3	-1	-18	Cn1c(SCc2nc(-c3ccc(Cl)cc3)no2)nnc1-c1ccccc1
-12	1	-1	3	-16	1	3	1.2	1	-9	COCCCNc1oc(-c2ccccc2Cl)nc1C#N
-12	-7	44	2	1	-44	4	1.3	0	-7	C=CCOc1ccc(/C=N/NC(=O)C(C)Sc2ccccn2)cc1OC (centres undefined)
31	-8	-32	-3	-3	32	-4	0.1	-7	7	O=C(CNC(=O)c1ccc(Cl)cc1Cl)OCN1C(=O)c2ccccc2C1=O
4	-31	38	-6	-12	-38	0	0.8	-2	-8	O=C(N/N=C/c1ccc(F)cc1)c1sccc1OCc1ccc(F)cc1
-3	-18	-15	1	4	15	-4	0.8	-1	-12	CSC1=C(C#N)C(c2ccc(C)s2)CC(=O)N1 (centres undefined)
14	-3	15	2	2	-15	2	3.5	1	-7	Cc1cccc(OCC(=O)Nc2cc(NC(=O)COc3cccc(C)c3C)cc(C(=O)O)c2)c1C
4	0	.	-2	1	.	-2	-1.2	.	-13	COc1ccc(S(=O)(=O)N(CC(=O)NCc2ccccn2)c2ccc(Cl)cc2)cc1
1	4	-8	2	4	8	-3	-2.7	-3	-1	Cc1ccc(NC(=O)c2c(F)cccc2Cl)cc1NS(C)(=O)=O
-6	4	-27	-2	-10	27	-3	0.0	0	4	O=C(CCC1=NS(=O)(=O)c2ccccc2N1)NC1CCCCCCC1
-4	-5	0	0	4	0	2	-4.0	-2	-5	CCOC(=O)c1cnc2ccc(OC)cc2c1NCCN1CCOCC1
3	-3	12	0	-4	-12	-2	-0.4	5	-16	Cc1ccc(S(=O)(=O)N(C)c2ccc3sc(C)nc3c2)cc1
.	1	-23	18	-2	23	-2	0.4	.	-10	NC(=O)CC(NC(=O)Cc1ccc(Br)cc1)c1ccc(NCCc2ccc(F)cc2)c([N+](=O)[O-])c1 (centres undefined)
-13	-1	18	2	-1	-18	-3	0.2	.	-10	Cc1ccc(-c2nc(CS(=O)CC(=O)NCc3ccc4c(c3)OCO4)c(C)o2)cc1 (centres undefined)
7	-2	-14	-2	-2	14	-3	0.1	-2	-14	COC1=C(Nc2ccccc2)C(=O)C(OC)=C(Nc2ccccc2)C1=O
-2	-5	0	0	-8	0	-7	0.7	8	-13	COC(=O)c1cc(S(=O)(=O)N(C)Cc2ccco2)c[nH]1
3	-2	-1	0	-1	.	2	-0.6	-2	-7	COc1cccc(-c2nn(-c3ccc(C)cc3)cc2C(=O)N2CCN(C3CCS(=O)(=O)C3)CC2)c1 (centres undefined)

One compound at a time, from the list above. Values in the order: Arr AP2 block, Cardiac RTF inh, SR-BI DiI inh, DAGLB inh, PKA-R2B act, SR-BI uptake up, Keap1 Nrf2 FP, LANA DNA inh, NSD2 inh, PvdQ acylase
`NC(=O)CC(NC(=O)Cc1ccc(Br)cc1)c1ccc(NCCc2ccc(F)cc2)c([N+](=O)[O-])c1` (centres undefined) as listed: ., 1, -23, 18, -2, 23, -2, 0.4, ., -10
`Cc1ccc(NC(=O)c2c(F)cccc2Cl)cc1NS(C)(=O)=O` as listed: 1, 4, -8, 2, 4, 8, -3, -2.7, -3, -1

New compounds follow:
Arr AP2 block	Cardiac RTF inh	SR-BI DiI inh	DAGLB inh	PKA-R2B act	SR-BI uptake up	Keap1 Nrf2 FP	LANA DNA inh	NSD2 inh	PvdQ acylase	mol
-8	-9	-5	-1	-5	5	-1	0.7	-1	-13	O=C(Nc1ccccc1N1CCOCC1)c1cccc(S(=O)(=O)N2CCOCC2)c1
2	0	-17	0	-11	17	-1	-0.6	.	0	COC(=O)c1c(NC(=O)C2CCCCC2)sc2c1CC(C)(C)NC2(C)C
1	-5	-4	-1	8	4	-3	-0.2	.	-2	COc1ccc(CN2CC[C@H]3C=CC[C@@H](C(=O)N4CCOCC4)[C@H]3C2=O)cc1OC
0	7	5	5	1	-5	2	4.5	21	-4	COc1cccc(NC(=O)CSc2nnc(-c3ccco3)c(-c3ccco3)n2)c1
6	-4	4	4	10	-4	-2	0.0	-3	1	CNC(=O)c1cccc(N2CCCC2=O)c1
-3	4	2	1	-4	-2	-3	-1.3	-1	11	COc1cccc(OC)c1C(=O)NC(=S)NNC(=O)[C@H]1C[C@@H]1c1ccccc1
-4	2	-7	-1	1	7	-1	3.9	0	-12	O=C1CCCCN1CCc1c[nH]c2ccccc12
-4	-8	25	-9	-15	-25	-3	0.9	29	-4	CCN(CC)c1ccc(/C=N/N2CCN(Cc3ccccc3)CC2)cc1
1	-8	8	0	2	-8	1	-1.7	.	-2	COc1ccc(-c2nc(CSCC(=O)NC3CC3)c(C)o2)cc1OC
9	-2	7	1	2	-7	-6	-0.4	-2	-15	CC1=NN(C(=O)c2ccccc2C)C(O)(c2ccc(Cl)cc2)C1 (centres undefined)
-15	-5	-20	-1	-3	20	2	-1.4	27	-5	CCOc1ccc(Nc2nc(N)c([N+](=O)[O-])c(N3CCN(CC)CC3)n2)cc1
1	-16	-1	0	3	1	5	-2.3	-1	-16	O=c1c(C=Nc2ccc(Cl)cc2)c[nH]n1-c1cccc(Cl)n1
3	0	31	-2	-16	-31	1	0.1	-4	-12	N#CCCCCN1c2cccc3cccc(c23)S1(=O)=O
-3	-3	-23	3	-8	23	-11	-0.5	-1	-8	Cc1cccn2c(=O)nc(SCC(=O)NC3CCCC3)nc12
-2	1	20	-7	-6	-20	0	0.9	-3	-4	Cc1cc(C)cc(NC(=S)NC(=O)C2CC2)c1
1	-5	-20	-4	6	20	-4	0.8	1	-2	c1ccc(-c2oc3ncnc(NCCN4CCOCC4)c3c2-c2ccccc2)cc1
-6	-3	-17	0	-11	17	-1	0.9	71*	-13	CN(C(=O)CN1C(=O)S/C(=C\c2ccccc2F)C1=O)C1CCS(=O)(=O)C1 (centres undefined)
1	-4	7	7	-9	-7	4	0.4	.	-12	CCCCC(=O)NC(c1ccc(Cl)cc1)c1ccc2cccnc2c1O (centres undefined)
3	-28	-4	2	5	4	-2	0.5	0	-7	COc1c(O)ccc(C2NC(=O)NC(C)=C2C(=O)Nc2ccccc2C)c1[N+](=O)[O-] (centres undefined)
13	6	5	-3	-6	-5	-3	1.2	4	5	N#C/C(=C\c1ccc(OCc2ccccc2)cc1)C(N)=O
1	-18	38	0	1	-38	-3	-7.6	.	-6	COc1cc2cc3c(N)c(C(=O)NCc4ccco4)sc3nc2cc1OC
35	-19	-3	0	-4	3	-1	0.0	-2	16	COc1ccc(OCC(=O)N/N=C/c2ccsc2)cc1

Assay outcomes deposited in PubChem BioAssay by several laboratories.
